# Compound activity: PubChem, several laboratories
# bCat nuc transl – alters nuclear translocation of beta-catenin in HeLa cells; nuclear translocation activity, % at 5 µM; 190,000 compounds, 0.3% hits; immunofluorescence imaging;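 active means nuclear translocation activity above 50% at 5 µM, with a well cell count of 50 or more; inconclusive means wells under 50 cells across six images, flagged as toxic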;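 further: per-cell ratio of nuclear to cytoplasmic median beta-catenin stain intensity; plate controls were DMSO negative control for no effect and GSK-3 inhibitor IX positive control for full effect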
#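 Test system: human HeLa cells, endogenous beta-catenin. Times: 24 h compound exposure, 37°C. Measured by: beta-catenin immunofluorescence imaging with DAPI.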
# PhoP inhibition – inhibitors of PhoP regulon expression, primary screen, Salmonella Typhimurium, GFP reporter (AID 1863) | S. Typhimurium PhoP-regulated promoter GFP reporter, 4 h; higher % means a stronger effect | one-dose inhibition, % at 50 µM; IC50 in µM for titrated hits | 300,000 compounds, 0.16% hits;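 active means inhibition over 29.93%, a cutoff 3 SD above the screen mean, later confirmed by dose response; inconclusive means inhibition over 29.93% but no dose response follow-up; inactive means inhibition at most 29.93% or unconfirmed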;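 further: 0% = low Mg2+ inducing control and 100% = high Mg2+ repressing control; strong numbers were not always called active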
# West Nile antiviral – West Nile virus antiviral activity, cell-based, CPE readout (AID 1621); West Nile virus-infected cells, CPE inhibition; higher % means a stronger effect; CPE inhibition, % at 10 µM, or IC50 in µM where a hit was titrated; 290,000 compounds, 0.02% hits; in the data active means a potency from the dose series; inconclusive means CPE inhibition mostly from about 3.7% at the one dose, without a potency; inactive means the rest, 99 in 100 with CPE inhibition below about 2.2%; further: strong numbers were not always called active
# SV40 large T antigen – TAg ATPase/helicase activity blockers – biochemical (AID 1903). SV40 large T antigen ATPase/helicase inhibition assay; higher % means a stronger effect. 310,000 compounds, 0.39% hits. inhibition, % at 20 µM; hits with a dose series show IC50 in µM; in the data active means a potency from the dose series; inconclusive means inhibition mostly from about 32% at the one dose, without a potency; inactive means the rest, 99 in 100 with inhibition below about 32%; further: strong numbers were not always called active
# Myeloid diff 2 – promotes myeloid progenitor differentiation | calls only at 10 µM | ER-HoxA9 myeloid progenitors, lysozyme-GFP differentiation, flow cytometry | 360,000 compounds, 1% hits | AID 624256;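 active means normalized GFP-positive differentiation at or above the plate's own cutoff, the solvent-only control mean plus 3 SD; inconclusive means no clear call, values can overlap the other calls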;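 further: cells exposed to compound for four days before flow analysis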
# T cell modulator – modulates CD8 T cell binding to vesicles | 2C CD8+ T cell-vesicle binding, flow cytometry; active compounds read low | calls only at 7 µM | 330,000 compounds, 0.068% hits | AID 2052;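 active means response, share of CD8 T cells binding vesicles, and their 90th percentile fluorescence all below set limits, cut at about 80% in these data, passing the limit was not always enough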
#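 Assay system: 2C TCR transgenic mouse naive CD8+ T cells, MACS-purified | Read-out: CD8+ gate FL2 mean fluorescence as % of same-row positive control | Signal: High-throughput flow cytometry with anti-B7-1 and anti-CD8 staining | Timing: Binding step 1.5 h, 37 °C, antibody labelling 20 min, ice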
# RSV antiviral HEp-2 – RSV antiviral activity via CPE protection, HEp-2 cells, primary 10 µM value included (AID 2391); HEp-2 cells, RSV-induced CPE inhibition; higher % means a stronger effect; 310,000 compounds, 0.13% hits; one-dose CPE inhibition, % at 10 µM; IC50 in µM for titrated hits; in the data active means a potency from the dose series; inconclusive means CPE inhibition mostly from about 23% at the one dose, without a potency; inactive means the rest, 99 in 100 with CPE inhibition below about 21%; further: strong numbers were not always called active
# WT yeast gro inh – growth inhibition of WT yeast, mitochondrial fusion screen. inhibition, % at 10 µM. mitochondrial fusion phenotypic screen, WT strain. 190,000 compounds, 2.1% hits. AID 1362; in the data active means inhibition above about 58%; tested in S. cerevisiae
# Rac1 GTP hydrolysis – MgcRacGAP GTPase-activating activity inhibitors, confirmation, biochemical, ADP Hunter fluorescence. inhibition, % at 30 µM; hits with a dose series show IC50 in µM. MgcRacGAP-stimulated Rac1 GTP hydrolysis, ADP Hunter fluorescence; higher % means a stronger effect; GST-tagged Rac1 F28L mutant substrate. 340,000 compounds, 0.6% hits. AID 624330;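 active means first-screen hits whose inhibition reached a set limit at any dose in the follow-up dose series; inconclusive means inhibition above the set first-screen limit but never retested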;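 further: fluorescence reports GDP produced by GAP-driven GTP hydrolysis; strong numbers were not always called active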
# WT yeast gro inh mutant strain – further read-out of WT yeast gro inh, marked with its call; inhibition, %; mitochondrial fusion phenotypic screen, mutant strain inhibition
# bCat nuc transl cell count 5 µM – second read-out of bCat nuc transl, no call of its own (marks repeat the call); cell count; measured here: cell count, cytotoxicity flag
# T cell modulator vesicle-bound % – further read-out of T cell modulator, marked with its call; double positive events, %; measured here: CD8+ vesicle-bound cell fraction;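 binding gate set so that unloaded-vesicle control wells show 10% double positive cells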
# Myeloid diff 2 GFP+ MAC1+ % – recorded beside Myeloid diff 2, whose call it bears; GFP+ MAC1+ double positive, %; measured here: differentiation confirmed by MAC1 staining
# Numbers without * were called inactive; i = inactive; ? = inconclusive; . = no result given; + = active, no number.
SMILES,bCat nuc transl,bCat nuc transl cell count 5 µM,PhoP inhibition,West Nile antiviral,SV40 large T antigen,Myeloid diff 2,Myeloid diff 2 GFP+ MAC1+ %,T cell modulator,T cell modulator vesicle-bound %,RSV antiviral HEp-2,WT yeast gro inh,WT yeast gro inh mutant strain,Rac1 GTP hydrolysis
O=C(Cn1c(-c2cncs2)nc2ccccc21)NCc1ccccc1,.,.,-7%,0.4%,1%,i,0.5,i,32,2.2%,-6,15,0%
C=CCNC(=O)c1onc(CSc2ccccc2F)c1C(=O)O,-1.8,1364,1%,0.3%,7%,i,1.8,i,34,0.0%,-5,-27,5%
C#CCOCCOCCOCCNc1nc(N2CCN(C(=O)[C@H](CCCCN)n3cc([C@@H](N)C(C)CC)nn3)CC2)nc(N2CCN(C(=O)[C@H](Cc3ccc(O)cc3)n3cc([C@@H](N)C(C)CC)nn3)CC2)n1 (stereo partly specified),-2.3,1108,2%,-0.5%,-4%,i,1.4,i,33,-0.2%,7,6,28%
CC1CN(C(=O)c2ccc(OC3CCN(Cc4ccccn4)CC3)cc2)CCN1C (stereo unspecified),.,.,-7%,-0.4%,-9%,i,0.9,i,62,-0.8%,.,.,-7%
O=C(NC1CCCc2ccccc21)c1ccc(S(=O)(=O)N2CCOCC2)cc1 (stereo unspecified),-4.9,1135,-10%,2.9%,2%,i,0.4,i,10,0.3%,-3,-19,6%
COC(=O)c1cc(C(=O)Nc2cccc(C)n2)cc([N+](=O)[O-])c1,-0.6,1093,-8%,0.3%,7%,.,.,i,18,5.9%,15,15,15%
O=C(NCC1CCCCC1)c1cccc(-c2ccc(O)cc2)c1,.,.,-6%,-0.1%,11%,?,.,i,47,12%,.,.,27%
O=C1c2ccccc2C(Nc2ccccc2F)N1c1cccnc1 (stereo unspecified),.,.,-7%,0.1%,25%,i,3.3,i,22,0.8%,-19,0,12%
Cn1nc(C(F)(F)F)c(-c2ccc(F)cc2)c1NC(=O)c1ccco1,0.6,1307,-4%,0.0%,4%,i,0.5,i,33,1.5%,.,.,6%
COc1cc(N=Nc2cccc(S(N)(=O)=O)c2)c2ccccc2c1N,-0.1,1064,-2%,2.1%,8%,+,8.6*,i,51,-0.3%,.,.,22%
COc1ccccc1NC(=O)CCC(=O)OCc1cccc([N+](=O)[O-])c1,-6.7,1077,3%,-0.2%,7%,i,0.0,i,53,2.1%,-12,8,3%
CCOc1ccc(NC(=S)N2CCC(N(C)CCN3CCOCC3)CC2)cc1,0.5,1097,-22%,0.0%,14%,i,0.6,i,40,-0.3%,-4,13,9%
COc1cc2sc(C)nc2cc1C,-1.4,1125,-6%,0.4%,8%,?,.,i,30,1.7%,-16,19,-9%
O=C(C1CCC(=O)N1Cc1ccccc1Cl)N1CCN(c2ccc(F)cc2)CC1 (stereo unspecified),-2.5,1372,6%,0.6%,8%,i,0.9,i,39,0.8%,4,-11,11%
CC(=O)Nc1ccc(C(=O)OCCC(C)C)cc1,2.3,1085,2%,?,19%,i,2.8,i,30,6.3%,27,57,-7%
COC(=O)c1cc2ccsc2n1Cc1cc(=O)n2ccccc2n1,1.5,1422,-1%,0.4%,3%,i,1.6,i,25,7.7%,-8,-17,8%
OCC1(Cc2ccccc2)CCCN(C2CCCC2)C1 (stereo unspecified),0.2,1071,-5%,-0.7%,-2%,i,0.2,i,4,-2.2%,-9,11,6%
Cc1ccc(S(=O)(=O)/N=C(/Nc2ccc3[nH]c(=O)[nH]c3c2)c2ccccc2)cc1,1.4,1024,-1%,-0.3%,13%,i,0.5,i,23,3.6%,-20,1,4%
C=CCOc1nc(-c2ccccc2Cl)nc2ccccc12,0.1,1293,-1%,0.1%,9%,i,0.5,i,15,1.4%,.,.,9%
O=c1cc2c(nn1Cc1ccc(Cl)cc1Cl)-c1ccccc1CC2,-5.3,1171,-5%,-0.5%,-3%,i,1.4,i,34,?,76*,6.7*,-3%
CC1CCCN(S(=O)(=O)c2ccc(NC(=O)CN3C(=O)NC(C)(c4ccccc4)C3=O)cc2)C1 (stereo unspecified),.,.,-6%,.,10%,i,1.4,i,37,?,.,.,8%
Cc1ccc2c(c1)N(CC(=O)N1CCc3ccccc3C1)C(=O)CO2,-0.3,696,2%,-0.1%,2%,i,9.2,i,17,-1.0%,7,-11,1%
COc1ccc2c(c1)CCCC21SC(NC(C)=O)=NN1C(C)=O (stereo unspecified),-1.8,1143,-3%,-0.1%,-4%,i,0.8,i,45,0.1%,-15,3,-4%
COc1ccc(/C(O)=C2\C(=O)C(=O)N(c3cc(C)on3)C2c2ccc(OC)c(OC)c2)cc1OC (stereo unspecified),-1.7,1264,12%,0.0%,6%,i,0.7,i,39,-0.3%,5,-2,7%
CC(=O)n1c(-c2ccccc2)c(CO)c2ccccc21,.,.,-3%,-0.6%,23%,i,1.0,i,11,1.7%,.,.,9%
COC(=O)c1ccccc1NC(=O)Nc1cc(C(C)(C)C)on1,.,.,-4%,0.2%,-2%,i,0.8,i,57,2.4%,.,.,10%
C=C(C)C1CC=C(C)/C(=N/NC(=O)CCCNc2cccc(C)c2)C1 (stereo unspecified),0.2,1534,-1%,-1.2%,8%,i,0.5,i,70,1.8%,-5,-10,6%
O=C(CCS(=O)(=O)Cc1ccccc1)NCc1ccco1,-1.0,1116,-3%,0.0%,5%,i,4.1,i,25,-0.6%,10,16,2%
COC(=O)N/N=C/c1ccc(-c2ccc(Cl)c(Cl)c2)o1,2.0,1048,-11%,-0.5%,-1%,i,0.2,i,50,?,12,3,8%
Cc1cc(C)nc(SCC(=O)Nc2ncc(Cc3ccc(Cl)c(Cl)c3)s2)n1,-0.4,556,-3%,-1.4%,4%,i,1.1,i,24,3.1%,5,-9,7%
O=C1N/C(=C/c2ccc(N3CCCC3)cc2)C(=O)N1c1ccccc1,-3.1,1007,3%,-0.9%,1%,i,0.6,i,23,1.2%,-15,-4,-9%
O=C(NC1CC2CCCC(C1)N2CC(=O)N1CCCc2ccccc21)C1CCCCC1 (stereo unspecified),-1.5,1158,-6%,-0.5%,14%,i,0.6,i,14,-0.3%,-16,-4,6%
O=C(NCc1ccc(N2CCCC2=O)cc1)c1cccc(Cl)c1,-2.7,1113,-9%,-0.2%,5%,i,1.1,i,67,1.2%,-7,4,5%
COc1ccc(/C=C/C(=O)NC2CCS(=O)(=O)C2)cc1 (stereo unspecified),.,.,3%,.,10%,i,0.2,i,36,-2.2%,.,.,8%
Cc1ccc(NC(=S)NNC(=O)c2cccc([N+](=O)[O-])c2)cc1Cl,0.4,1296,-4%,0.1%,23%,i,1.0,i,30,?,.,.,6%
CC1(C)CC(=O)C(C(=S)Nc2ccccc2)=C(NC2CC(C)(C)NC(C)(C)C2)C1,-4.3,1111,-15%,1.9%,5%,i,0.2,i,27,-1.7%,3,8,-2%
Fc1ccc(-c2nc3ccccn3c2NCc2ccc3c(c2)OCO3)cc1,-4.2,1081,-4%,-1.5%,16%,i,0.4,i,55,-1.2%,33,38,8%
CCN(CC)CCNC(=O)Cc1c(C(=O)O)n(C)c2ccccc12,-0.7,843,-14%,0.2%,11%,i,0.2,i,33,1.0%,-9,-5,3%
O=C(COc1ccc(Br)cc1)NCCCn1ccnc1,.,.,7%,0.6%,-7%,i,1.0,i,3,0.0%,.,.,-7%
Cc1c(N=Nc2ccc(N(C)C)cc2)c(=O)n(-c2ccccc2)n1C,-0.3,1477,4%,0.6%,37%,i,0.6,.,.,.,-6,-10,57µM*
Cc1c(Br)cc(C(=O)NCCCN2CCOCC2)c(C)c1C,-3.4,1111,-6%,0.0%,-1%,i,0.9,i,54,-1.3%,0,7,13%
O=C(NCCc1ccccc1)Nc1ccc(Cl)cc1,-1.8,931,6%,-0.8%,3%,i,1.1,i,10,3.5%,12,10,12%
COc1cc(C(=O)NNC(=O)COc2ccc(Cl)cc2)ccc1OCC(=O)N1CCOCC1,.,.,.,.,.,i,1.2,i,20,0.3%,.,.,0%
Clc1ccc2oc(-c3ccccc3)nc2c1,1.7,1178,3%,-0.3%,9%,i,0.5,i,4,0.1%,1,6,9%
CC1CCc2nc(NC(=O)CN3CCN(c4ccc(F)cc4)CC3)sc2C1 (stereo unspecified),.,.,-2%,-1.3%,-1%,i,2.8,i,42,15%,67*,6.6*,-2%
O=C(O)CCC(=O)Nc1ccc(Oc2ncnc3cc(Cl)ccc23)nc1,0.0,1326,-10%,0.3%,7%,i,0.5,i,60,.,.,.,.
COc1cc(-c2nc(-c3ccc4c(c3)-c3ccccc3S4(=O)=O)c(-c3ccccc3)[nH]2)cc(OC)c1OC,-2.0,1148,-7%,1.9%,10%,i,0.1,i,8,.,10,3,6%
CC(=O)NC1C(=O)N(CCN2CCOCC2)c2ccc(Br)cc21 (stereo unspecified),.,.,-3%,-0.2%,2%,i,0.6,i,14,2.0%,.,.,1%
Cc1ccc(-c2noc(N=O)c2NO)cc1,-1.6,1248,9%,0.0%,17%,i,0.8,i,23,5.1%,.,.,.
COc1ccccc1CNS(=O)(=O)c1cccs1,.,.,-7%,0.1%,8%,i,0.2,i,55,1.7%,.,.,2%
CC1(C)Cc2cccc(OCC(=O)N3CCN(c4ccccc4)CC3)c2O1,-2.1,1106,1%,-1.3%,22%,i,0.1,i,8,3.6%,-13,-3,4%

# Full records as entered above:
# Record of CC1(C)Cc2cccc(OCC(=O)N3CCN(c4ccccc4)CC3)c2O1 = bCat nuc transl = -2.1; bCat nuc transl cell count 5 µM = 1106; PhoP inhibition = 1%; West Nile antiviral = -1.3%; SV40 large T antigen = 22%; Myeloid diff 2 = i; Myeloid diff 2 GFP+ MAC1+ % = 0.1; T cell modulator = i; T cell modulator vesicle-bound % = 8; RSV antiviral HEp-2 = 3.6%; WT yeast gro inh = -13; WT yeast gro inh mutant strain = -3; Rac1 GTP hydrolysis = 4%
# Record of COc1cc(-c2nc(-c3ccc4c(c3)-c3ccccc3S4(=O)=O)c(-c3ccccc3)[nH]2)cc(OC)c1OC = bCat nuc transl = -2.0; bCat nuc transl cell count 5 µM = 1148; PhoP inhibition = -7%; West Nile antiviral = 1.9%; SV40 large T antigen = 10%; Myeloid diff 2 = i; Myeloid diff 2 GFP+ MAC1+ % = 0.1; T cell modulator = i; T cell modulator vesicle-bound % = 8; RSV antiviral HEp-2 = .; WT yeast gro inh = 10; WT yeast gro inh mutant strain = 3; Rac1 GTP hydrolysis = 6%
